# Screening results deposited in PubChem BioAssay by several laboratories.
# NPY-Y2 antag = blocks the human neuropeptide Y Y2 receptor. P49146. NPY-Y2 expressing cells, antagonist mode. inhibition, % at 2.7 µM. hit rate 0.99% among 140,000. AID 793; in the data active = inhibition above about 17%;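 note: 0% = vehicle with agonist challenge and 100% = reference antagonist with challenge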
# Target sequence (P49146 whole entry, looked up): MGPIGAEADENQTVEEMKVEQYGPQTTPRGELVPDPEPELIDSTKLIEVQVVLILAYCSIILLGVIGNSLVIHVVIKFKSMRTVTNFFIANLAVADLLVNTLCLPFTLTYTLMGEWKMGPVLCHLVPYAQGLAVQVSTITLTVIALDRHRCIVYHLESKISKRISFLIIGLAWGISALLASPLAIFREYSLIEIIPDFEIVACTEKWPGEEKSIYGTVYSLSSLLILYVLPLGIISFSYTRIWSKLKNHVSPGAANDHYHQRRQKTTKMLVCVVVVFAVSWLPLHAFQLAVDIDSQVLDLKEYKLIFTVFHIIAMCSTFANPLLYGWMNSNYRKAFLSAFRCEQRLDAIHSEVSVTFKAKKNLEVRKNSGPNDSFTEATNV
# HCT116 bCat-KO = beta-catenin-lacking colon tumor cell growth suppression | HCT116 beta-catenin knockout viability, CellTiter-Glo, 60 h; active compounds read low | viability, % at 10 µM | hit rate 1.5% among 140,000;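 active = viability at or under a set limit, the compound median less 4 SD, cut at about 6% in these data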;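 note: 0% = Hyamine 1622 control at 20 µM and 100% = untreated cell control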
# Yeast growth inh = yeast BB579 growth reduction in restrictive medium. inhibition, % at 10 µM. AID 804. S. cerevisiae BB579 growth, OD615, 48 h. hit rate 0.51% among 140,000;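 active = inhibition above a set limit, 3 SD over the mean compound inhibition, cut at about 44% in these data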; note: inactives centre near -24
#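 Assay system: S. cerevisiae DeaD strain BB579 yeast. Medium: CSMM-D restrictive synthetic medium containing dextrose (glucose). Times: 4 h cell preincubation, 48 h compound exposure, 30 °C humidified. Signal: OD615 turbidity measurement. Benchmarks: positive control amphotericin B 10 µg/mL.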
# Measles CPE = protection of cells from measles virus; Measles virus-infected cells, CPE protection, absorbance; protection (pct of control), % at 4 µM; hit rate 1.5% among 140,000; in the data active = protection mostly above about 24%, no sharp cut-off; inactive = mostly below about 26%; note: some compounds called inactive have numbers as strong as hits
# Phagocyt inh = blocks phagocytosis by macrophages; inhibition, % at 5 µM; J774A.1 macrophage IgG-bead phagocytosis, imaging; hit rate 0.07% among 110,000;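 active = inhibition above the mean of the plate negative controls plus 5 SD, cut at about 13% in these data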;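 note: phagocytic index as fraction of beads internalized from green versus red external bead signal; plate controls were DMSO negative control for no effect and cytochalasin-D positive control for full effect; some results beyond the cut were filed as inactive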
# Yeast life ext = extends the lifespan of yeast | S. cerevisiae growth with nicotinamide, OD615; deaD strain in restrictive glucose medium | inhibition of the nicotinamide effect, % at 10 µM | hit rate 0.68% among 130,000 | AID 775;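 active = inhibition above a set limit, placed 3 SD over the median of all compounds, cut at about 26% in these data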;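 note: 0% = nicotinamide-treated wells and 100% = cells grown without nicotinamide; some compounds called inactive have numbers as strong as hits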
#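 Test system: DeaD-strain S. cerevisiae / Buffer or medium: restrictive glucose medium / Also added: nicotinamide 1.5 mM / Doses: one concentration, 10 µM, DMSO 0.25% / Schedule: 48 h at 30 °C / Signal: OD615 measurement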
# MRP1 act = activates MRP-1 | hit rate 0.61% among 140,000 | viability increase, % at 10 µM | AID 799 | H69AR cells + doxorubicin, viability rescue, CellTiter-Glo;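 active = viability gain under doxorubicin at or above a set limit, the compound median plus 3 SD, cut at about 4.7% in these data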;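 note: MRP-1 overexpressing cells given doxorubicin 25 µM after compound pretreatment; 18-22 h compound pretreatment then 72 h with doxorubicin before readout; 0% = doxorubicin-only wells and 100% = vehicle-treated cells without doxorubicin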
# E-sel TNF inh = TNF alpha driven E-selectin expression inhibition; HUVEC TNFa-induced E-selectin immunofluorescence, high content; inhibition, % at 2 µM; hit rate 0.71% among 120,000;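 active = inhibition above the batch mean plus 3 SD, and confirmed as a hit on visual image review, cut at about 43% in these data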;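 note: 0% = TNF-stimulated DMSO wells and 100% = unstimulated control wells; not every result past the cut was called active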
# GALR2 blocker = blocks the human galanin receptor 2; AID 828; GALR2-expressing cells, antagonist mode; hit rate 0.39% among 140,000; inhibition, % at 4 µM; in the data active = inhibition above about 27%;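 note: cells stimulated with galanin 1-16 at roughly its EC80; 0% = agonist challenge control and 100% = basal control without agonist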
# Target sequence (O43603 whole entry, looked up): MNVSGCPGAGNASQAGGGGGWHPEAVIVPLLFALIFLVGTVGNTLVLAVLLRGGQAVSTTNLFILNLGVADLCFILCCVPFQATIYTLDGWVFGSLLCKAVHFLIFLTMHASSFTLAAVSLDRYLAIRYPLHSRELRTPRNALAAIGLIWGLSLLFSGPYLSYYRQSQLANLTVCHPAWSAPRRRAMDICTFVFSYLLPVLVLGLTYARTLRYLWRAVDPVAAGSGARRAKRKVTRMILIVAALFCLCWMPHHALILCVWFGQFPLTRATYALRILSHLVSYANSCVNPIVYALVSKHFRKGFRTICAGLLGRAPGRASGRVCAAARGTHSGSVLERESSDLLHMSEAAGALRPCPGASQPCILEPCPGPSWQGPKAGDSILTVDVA
# PTEN del growth = suppresses growth of cells with PTEN deletion; AID 827; HCT116 PTEN-null viability, CellTiter-Glo, 60 h; active compounds read low; viability, % at 10 µM; hit rate 1.2% among 140,000;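 active = viability at or below a set limit, 4 SD under the median of all tested compounds, cut at about 3.7% in these data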;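 note: PTEN knockout HCT116 line with beta catenin targeted HCT116 as companion control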
# * = called active by the depositor; x = no result given.
# Values run as follows: NPY-Y2 antag, HCT116 bCat-KO, Yeast growth inh, Measles CPE, Phagocyt inh, Yeast life ext, MRP1 act, E-sel TNF inh, GALR2 blocker, PTEN del growth
- O=C(OCc1nnc(-c2ccccc2)o1)C1CCN(S(=O)(=O)c2cccs2)CC1
  4, 82, -1, 1, -2, -3, -2.1, x, -10, 94
- O=C(NC1CCCCCC1)c1cccc(N2CCCC2=O)c1
  1, 97, -44, 6, 0, -13, -2.0, -7, 12, 93
- O=C(c1ccco1)N1CCN=C1SCc1c(F)cccc1Cl
  4, 97, -10, 19, 0, -10, -1.0, x, -6, 91
- CC1=C(C(=O)OCc2ccccc2)C(c2cccc([N+](=O)[O-])c2)NC(=O)N1CCCCCC(=O)O (stereo not given)
  1, 98, -54, 2, x, 10, -1.4, x, 8, 89
- O=c1cccc(-c2ccccc2)[nH]1
  2, 104, -32, 8, 1, -8, -1.0, -5, -9, 108
- CCCC1(C(=O)OCC)NC(c2ccc(N(C)C)cc2)C2C(=O)N(c3ccc(OCC)cc3)C(=O)C21 (stereo not given)
  1, 55, -42, 5, -1, -2, -1.4, -5, -2, 60
- CS(=O)(=O)N(Cc1ccccc1)c1ccc(C(=O)NCC2CCCO2)cc1 (stereo not given)
  2, 102, 2, 19, x, 7, -1.0, 22, -15, 100
- Cc1nc2ccccc2c(=O)n1CCCn1ccnc1
  0, 96, -12, 13, -1, -3, -2.6, -4, -13, 103
- CNC(=O)COC(=O)c1cc2c(C)nn(-c3ccc(F)cc3)c2s1
  2, 98, -28, 20, x, -12, -0.6, x, 9, 84
- COc1ccccc1-n1c(SCC(=O)NC2CCCC2)nc2cccnc21
  2, 106, -38, 2, 1, 6, -0.5, 5, 9, 97
- O=C1CN(C(=O)COC(=O)c2oc3ccccc3c2COc2ccccc2)c2ccccc2N1
  15, 84, -11, 18, 0, -1, 0.2, 0, -2, 80
- COc1ccc2c(c1)N(C)/C(=C1/SC(=NCc3ccccc3)N(c3ccccc3)C1=O)S2
  -3, 62, -75, 5, 0, 1, -0.9, x, 0, 81
- COc1ccc(COC(=O)c2n[nH]c3ccccc23)cc1F
  4, 95, -38, 4, 0, -2, -1.6, -12, 0, 89
- CC1(C)CC(=O)c2cc(C(=O)NCc3ccco3)c(=O)n(-c3ccc(Cl)cc3)c2C1
  5, 88, -11, 20, 9, -9, -3.8, -11, -13, 86
- CC(C)Cn1c(-c2cccs2)nc2ccccc21
  9, 96, -45, 3, -1, -25, -3.8, 85*, -3, 85
- CCOC(=O)Cn1c(=O)c2c(nc(Br)n2Cc2ccccc2)n(C)c1=O
  3, x, x, x, 1, x, x, 19, 1, x
- COc1ccc2cc3cc(C(=O)NCCCN4CCc5ccccc5C4)sc3nc2c1
  1, 54, -10, 7, -9, -2, -4.6, 2, 2, 56
- N#Cc1ccc(CSc2nnc(-c3ccccn3)n2-c2ccccc2)cc1
  2, 85, -22, 27, -2, -2, -1.1, 7, 1, 83
- Cc1cc(C)c2nc(SC(C)C#N)cc(C)c2c1 (stereo not given)
  12, 78, 17, 2, 0, -10, -3.7, 6, -14, 64
- CCn1c(=O)cc(OCC(=O)N2CCCC2)c2ccccc21
  0, 93, -24, 4, -1, -7, -2.6, x, -10, 96
- CCC1CCCCN1C(=O)CSc1nnc(CNC(=O)c2ccco2)o1 (stereo not given)
  0, 95, -10, 4, 0, -4, -0.8, 7, -8, 97
- CCOC(=O)CSCC(NC(=O)OC(C)(C)C)C(=O)OCC (stereo not given)
  1, 82, -41, 12, x, -17, -0.9, 13, -4, 94
- CCN(C(=O)Cc1c(C(=O)O)[nH]c2ccccc12)c1cc(OC)ccc1OC
  0, 91, -48, 12, -1, -8, -1.0, 1, 3, 87
- CN(CCO)CC(O)Cn1cnc2c1c(=O)n(C)c(=O)n2C (stereo not given) (tested in a mixture with another compound)
  2, 87, -29, 37, x, 5, -0.6, x, 7, 94
- O=C(Nc1cccc(O)c1)c1cnn2cccnc12
  0, 81, -17, 22, 0, -12, -1.7, x, 5, 85
- Clc1ccc(COn2nnc3ccccc32)c(Cl)c1
  4, 66, -20, 29, -1, -16, -1.3, 20, -1, 78
- O=c1c(Oc2ccccc2F)coc2cc(OCc3cnn(-c4ccccc4)c3)ccc12
  0, 93, -10, 3, -10, 4, -0.9, x, 1, 87
- CC1CC(C)(C)N2C(=O)C3(Nc4ccccc4S3)c3cccc1c32 (stereo not given)
  -3, 74, -34, 9, 2, 18, -3.6, 3, -4, 71
- C/C(O)=C\c1nc(=O)c2c(C)cc(C)nc2n1-c1ccccc1
  -3, 2.4*, -29, 8, 0, -7, -1.6, -46, -3, 2.2*
- O=C(CNc1c(Br)cc(Br)cc1Br)NN=C1CCCCC1
  7, 94, -14, 11, 9, -4, 0.4, x, 8, 89
- NC(=O)C1(NC(=O)[C@@H]2CC3(CC(c4cccc(NC(=O)[C@@H]5CCC(=O)N5)c4)=NO3)CN2C(=O)c2ccccc2)CC1 (stereo not given in full)
  4, 98, -25, 9, 2, -12, -0.3, -43, -1, 101
- CCOC(=O)CC1Sc2ccccc2NC1=O (stereo not given)
  3, 100, -18, 25, 0, -9, -3.9, 5, -5, 97
- COc1ccc(C2C(C(=O)O)CC(=O)N2C2CCCCC2)cc1 (stereo not given)
  2, 108, -9, 48*, 0, -4, 0.7, 38, 1, 100
- Cc1ccc(NC(=O)CSc2nnc3n2CCCCC3)cc1
  6, 98, -12, 6, x, -2, -1.3, x, -13, 105
- S=C(Nc1ccccc1Cl)N1CCOCC1
  -1, 112, -33, 10, -10, 1, 0.5, x, 2, 102
- CCC(CC)c1nnc(NC(=O)CN2C(=O)C3C4C=CC(C4)C3C2=O)s1 (stereo not given)
  1, 96, -13, 15, 0, -3, -0.9, -19, 2, 95
- COCc1c(C)cc(C)c(/C=N/O)c1C
  1, 96, -15, 3, 0, x, -0.7, -3, 8, 98
- CCOC(=O)c1c(-c2ccc(OC)cc2)csc1NC(=O)CCN1C(=O)c2ccccc2C1=O
  3, 89, -18, 9, x, -6, 0.5, 4, -35, 88
- CCOC(=O)N1CCN(S(=O)(=O)c2ccc(C)c(C)c2)CC1
  1, 96, -19, 22, 0, 9, -0.4, 5, 7, 101
- O=C(c1cc2ccccc2oc1=O)N1CCN(c2ncccn2)CC1
  1, 95, 5, 3, -1, -4, 1.7, 18, -8, 103
- COCCCn1c(-c2ccco2)nc2ccccc2c1=O
  4, 92, -30, 29*, 0, -23, -0.5, -9, -12, 88
- O=c1c2ccccc2nc(N/N=C/c2c(O)ccc3ccccc23)n1O
  -3, 7, 22, 3, 0, 1, -0.2, x, 4, 9
- NNC(=O)CNC(=O)c1cccc(Br)c1
  4, 105, -6, 20, -2, -8, -1.0, -48, 6, 107
- CC(=O)Oc1c(/C=C(\C#N)C(N)=O)[nH]c2ccccc12
  4, 18, -4, 12, -3, 14, -1.0, 5, 12, 13
- [O-][n+]1onc2c3ccnnc3ccc21
  -2, 91, -7, 26, -3, -6, -5.9, 11, 6, 93
- O=P(O)(O)CP(=O)(O)O
  -3, 93, -15, 8, 0, -9, -0.7, -16, -5, 98
- CO/N=C\CC(=O)Nc1ccc(F)cc1
  2, 94, -9, 8, -1, -9, 0.1, -10, 0, 84
- O=C(CN1CCOCC1)Nc1ccc(OCc2ccccc2)cc1
  1, 86, -18, 16, -1, -26, -7.1, 38, -5, 81
- O=C(COc1ccc([N+](=O)[O-])cc1)N/N=C/c1ccccn1
  7, 65, -51, 24, x, -19, -2.8, -14, 3, 77
- COC(=O)c1ccc(CSc2nnc3c(Cl)cc(Cl)cn23)o1
  6, 96, -15, 7, 0, -14, -3.7, -11, 11, 98
- CCOC(=O)C1C(=O)N(C(=O)c2ccc(OC)cc2)CC1c1ccccc1 (stereo not given)
  1, 98, -4, 32, 6, -2, -1.4, -18, -8, 97
- CC(=O)Nc1sc2c(c1C(c1cccs1)N1CCOCC1)CCCC2 (stereo not given)
  1, 83, -36, 2, 0, -3, -0.9, -9, 0, 83
- CCOc1cc(N2CCOCC2)c(OCC)cc1NC(=O)COc1ncnc2ccccc12
  4, 84, -26, 17, 0, -6, -4.0, 12, 5, 91
- Nc1c(C(=O)Nc2ccc(Cl)cc2)oc2ccccc12
  0, 80, 26, 7, 0, -8, -3.5, -5, 15, 70
- c1csc(-c2ncc3ccccn23)c1
  -1, 93, -26, 11, 0, -29, -1.4, -23, 2, 92
- CC1CCCN(C2=NC(=O)/C(=C/c3cn(-c4ccccc4)nc3-c3cccc(S(=O)(=O)N(C)C)c3)S2)C1 (stereo not given)
  -1, 91, -23, 2, 0, -3, -0.6, x, 2, 86
- CN(C)S(=O)(=O)c1cccc(C(=O)Nc2ccccc2Cl)c1
  1, 89, -2, 18, -1, 6, -0.2, 11, 3, 102
- CN(C)C(=S)Nn1c(-c2ccccc2)nc2ccccc2c1=O
  1, 97, -48, 3, -8, 4, -1.8, x, 2, 94
- O=C(CSCc1nc2ccccc2[nH]1)N1CCN(c2ccc(F)cc2)CC1
  -2, 39, -47, 2, -1, -6, -4.4, 0, 30*, 32

# Part of the list above, comma-delimited.
smiles,NPY-Y2 antag,HCT116 bCat-KO,Yeast growth inh,Measles CPE,Phagocyt inh,Yeast life ext,MRP1 act,E-sel TNF inh,GALR2 blocker,PTEN del growth
O=C(OCc1nnc(-c2ccccc2)o1)C1CCN(S(=O)(=O)c2cccs2)CC1,4,82,-1,1,-2,-3,-2.1,x,-10,94
O=C(NC1CCCCCC1)c1cccc(N2CCCC2=O)c1,1,97,-44,6,0,-13,-2.0,-7,12,93
O=C(c1ccco1)N1CCN=C1SCc1c(F)cccc1Cl,4,97,-10,19,0,-10,-1.0,x,-6,91
CC1=C(C(=O)OCc2ccccc2)C(c2cccc([N+](=O)[O-])c2)NC(=O)N1CCCCCC(=O)O (stereo not given),1,98,-54,2,x,10,-1.4,x,8,89
O=c1cccc(-c2ccccc2)[nH]1,2,104,-32,8,1,-8,-1.0,-5,-9,108
CCCC1(C(=O)OCC)NC(c2ccc(N(C)C)cc2)C2C(=O)N(c3ccc(OCC)cc3)C(=O)C21 (stereo not given),1,55,-42,5,-1,-2,-1.4,-5,-2,60
CS(=O)(=O)N(Cc1ccccc1)c1ccc(C(=O)NCC2CCCO2)cc1 (stereo not given),2,102,2,19,x,7,-1.0,22,-15,100
Cc1nc2ccccc2c(=O)n1CCCn1ccnc1,0,96,-12,13,-1,-3,-2.6,-4,-13,103
CNC(=O)COC(=O)c1cc2c(C)nn(-c3ccc(F)cc3)c2s1,2,98,-28,20,x,-12,-0.6,x,9,84
COc1ccccc1-n1c(SCC(=O)NC2CCCC2)nc2cccnc21,2,106,-38,2,1,6,-0.5,5,9,97
